Bioassay records as filed in PubChem.
PrPC TRFRET – reduces human prion protein on the cell surface; hit rate 0.43% among 370,000; P04156; AID 720596; inhibition, % at 13.8 µM; cell surface PrPC, TR-FRET read-out; in the data active = inhibition above about 24%; also: 0% = median of the test wells and 100% = reference compound wells
BH1578 lux ind – inducers of Vibrio cholerae quorum light production without autoinducers. V. cholerae BH1578 lux reporter, luminescence, 6 h. activation, % at 18.7 µM. hit rate 0.16% among 350,000; in the data active = activation mostly above about 9.7%, no sharp cut-off; also: not every result past the cut was called active; inactives centre near 0; reference of the scale not given here
Rv3671c inh – inhibitors of M. tuberculosis serine protease Rv3671c | P9WHR9 | inhibition, % at 5.96 µM | hit rate 0.048% among 320,000; in the data active = inhibition above about 38%;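 also: extracellular domain of Rv3671c used as enzyme; 0% = enzyme with DMSO and 100% = no enzyme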
TcdB inh – blocks C. difficile toxin B glycohydrolase activity; inhibition, % at 9.99 µM; hit rate 0.24% among 350,000; P18177; TcdB glycohydrolase enzymatic assay, plate reader; in the data active = inhibition above about 10%
CCHF vOTU inh – CCHFV vOTU protease inhibition | Pep-AMC fluorescence | inhibition, % at 11.5 µM | hit rate 0.55% among 370,000 | AID 651958; in the data active = inhibition above about 30%; also: 0% = vehicle wells with enzyme and 100% = no enzyme wells
DUSP3 inh – inhibitors of human VHR1 phosphatase (DUSP3) | recombinant VHR phosphatase, pNPP absorbance | inhibition, % at 13.3 µM | hit rate 0.52% among 290,000 | P51452 | AID 1654; in the data active = inhibition above about 50%; also: some compounds called inactive have numbers as strong as hits
3CLpro inhibitor – SARS-CoV 3CLpro protease inhibition | P0C6X7 | recombinant SARS-CoV 3CLpro, quenched FRET peptide cleavage | inhibition, % at 6 µM | hit rate 0.14% among 290,000 | AID 1706; in the data active = inhibition above about 12%
Y pestis TopoI – inhibitors of Yersinia pestis topoisomerase I | Y. pestis Topo-I cleavage product accumulation, plate reader | activity, % at 10 µM | hit rate 0.064% among 360,000; in the data active = activity above about 50%, passing the limit was not always enough; also: inactives centre near 2
PriA SSB inh – K. pneumoniae PriA-SSBct interaction inhibition; AlphaScreen SSBct-PriA binding, biotinylated peptide; hit rate 0.6% among 430,000; inhibition, % at 33 µM; in the data active = inhibition mostly above about 37%, no sharp cut-off; inactive = mostly below about 20%;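 also: plate controls were negative control peptide for no effect and reference peptide for full effect; strong numbers were not always called active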
MazF activator – activators of E. coli MazEF toxin-antitoxin RNase; hit rate 0.32% among 350,000; activation, % at 20 µM; FAM/BHQ RNA-DNA oligo cleavage fluorescence, 5 h; AID 504720; in the data active = activation above about 50%
Numbers without * were called inactive; i = inactive; nt = not tested or not shown; & = joins results of further samples.

SMILES	PrPC TRFRET	BH1578 lux ind	Rv3671c inh	TcdB inh	CCHF vOTU inh	DUSP3 inh	3CLpro inhibitor	Y pestis TopoI	PriA SSB inh	MazF activator
CC(C)(C)C(=O)Nc1nnc(Cc2ccccc2)s1	1	-0.4	0	nt	-3	-10	-2	0	-9	-8
CCNC(=S)N1CCN(c2nc(-c3ccc(F)cc3)cs2)CC1	10	-0.4	-2	1.7	1	0	-1	2	-8	-23
N#Cc1ccccc1S(=O)(=O)N1CCN(CC(O)COc2ccccc2F)CC1 (stereo unspecified)	-5	-0.6	5	-1.6	-7	48	7	3	-1	7
O=C(O)CC/C(=N\NC(=O)c1ccccc1)c1cccs1	10	i	0	0.2	3	18	3	8	nt	7
COc1ccc(-n2cnnc2SCC(=O)N2CCN(S(=O)(=O)c3ccccc3)CC2)cc1	0	i	2	nt	3	10	2	1	-7	-4
COc1ccc(N2CCN(C(=O)CSc3nnc(CNc4ccccc4)o3)CC2)cc1	8	-0.4	11	nt	-2	13	4	-3	3	-3
NS(=O)(=O)c1ccc(N/N=C/c2ccccc2C(=O)O)c([N+](=O)[O-])c1	-48	i	2	-0.4	11	37	5	9	nt	6
CCSc1nc(N)c(C#N)c(-c2ccco2)c1C#N	-2	nt	-48	nt	2	13	0	1	0	-13
CC(=O)c1sccc1NC(=O)CC(C)(C)CC(=O)O	3	0.6	1	0.6	6	12	-3	3	2	9
Cc1ccc(S(=O)(=O)N[C@H](C(=O)OCC(=O)NC(=O)NCc2ccco2)C(C)C)cc1	14	i	-1	-1.0	9	nt	nt	18	-4	10
Fc1ccccc1/C=N/Nc1ncnc2nc[nH]c12	-5	nt	10	-5.1	26	-7	-5	0	nt	12
Cc1[nH]c(=O)[nH]c(=O)c1S(=O)(=O)N1CCC(C(=O)NC(C)c2ccccc2)CC1 (stereo unspecified)	6	-3.1	-13	0.0	-11	40	0	-5	2	5
O=C(c1ccc2nc(Cc3ccccc3F)oc2c1)N1CCCC1	-8	i	1	2.0	9	22	2	1	-3	-5
CCOC(=O)N1CCc2c(sc3c2c(=O)n(-c2ccc(CC)cc2)c(=O)n3CC(=O)NCC2CCCO2)C1 (stereo unspecified)	nt	i	-1	nt	nt	17	-1	1	-7	-4
COCCNC(=O)C(c1ccc(Cl)cc1)N(Cc1ccco1)C(=O)CCC(=O)Nc1ccccn1 (stereo unspecified)	-12	-0.4	4	1.0	3	6	4	25	4	3
COc1ccc(C(=O)O/N=C2\CCS(=O)(=O)c3sccc32)cc1	1	-0.4	4	-0.1	7	-18	-5	-1	nt	32
CN(CC(=O)Nc1ccccc1Cl)C(=O)COC(=O)c1ccccc1[N+](=O)[O-]	nt	-1.5	-3	nt	nt	nt	nt	5	-16	-3
CNc1nc(OC)nc(N(C#N)CN2C(=O)c3ccccc3S2(=O)=O)n1	-1	-0.2	4	0.9	1	7	0	8	-13	0
O=C(NCC(=O)N1CCC2(CC1)NCCc1[nH]cnc12)c1ccc2ccccc2c1	-9	-0.3	6	-6.7	-5	12	-4	3	12	-2
O=C(N/N=C/c1cccnc1)c1ccc(O)cc1	-3	i	3	-1.4	0	16	-3	9	nt	11
Nc1nc(SCc2ccccc2)n[nH]1	12	-0.6	-7	0.8	20	8	4	1	-12	0
O=C(Cc1ccccc1F)c1ccc(O)cc1O	-5	-0.5	1	-0.2	22	12	0	-10	-2	5
COc1ccc(C2C(C(=O)O)CC(=O)N2c2ccc(OC)cc2)cc1 (stereo unspecified)	0	-14	-6	nt	-5	-4	3	5	-12	7
COc1ccc(-c2noc(N3CCC(C(=O)Nc4cc(OC)ccc4OC)CC3)n2)cc1	-3	-1.2	8	-0.1	-1	-6	-5	14	2	13
COc1cccc(C(=O)Oc2c(Br)cc(Br)cc2/C=N/NC(=O)c2cc(C)[nH]n2)c1	5	-0.2	-14	1.4	0	21	6	-12	nt	15
Cc1ccnc(NC(=S)NC(=O)c2cncc(Br)c2)c1	5	-0.1	2	nt	4	5	4	2	-2	2
Nc1cc(=O)[nH]c(SCC(=O)Nc2ccc(N3CCCCC3)cc2)n1	-4	-0.3	6	2.0	8	nt	nt	0	4	9
CCOC(=O)c1cnc2c(-c3ccc(Cl)cc3)c(C)nn2c1N	4	i	2	nt	-4	36	1	-7	-12	-9
Cc1cc(OCC(F)(F)C(F)(F)C(F)(F)C(F)F)nc(N)n1	-1	i	0	nt	5	11	-5	5	-10	1
CC(=O)NC(C)(c1ccccc1)c1nc(-c2cnc3ccccc3c2)cs1 (stereo unspecified)	-10	-0.3	nt	2.5	-3	nt	nt	-1	nt	nt

Quoted from the listing:
TcdB inh with CCNC(=S)N1CCN(c2nc(-c3ccc(F)cc3)cs2)CC1 = 1.7
Y pestis TopoI with O=C(Cc1ccccc1F)c1ccc(O)cc1O = -10
DUSP3 inh with O=C(N/N=C/c1cccnc1)c1ccc(O)cc1 = 16
DUSP3 inh with O=C(c1ccc2nc(Cc3ccccc3F)oc2c1)N1CCCC1 = 22
PrPC TRFRET with Cc1cc(OCC(F)(F)C(F)(F)C(F)(F)C(F)F)nc(N)n1 = -1
MazF activator with Cc1ccc(S(=O)(=O)N[C@H](C(=O)OCC(=O)NC(=O)NCc2ccco2)C(C)C)cc1 = 10

Next structures follow:
SMILES	PrPC TRFRET	BH1578 lux ind	Rv3671c inh	TcdB inh	CCHF vOTU inh	DUSP3 inh	3CLpro inhibitor	Y pestis TopoI	PriA SSB inh	MazF activator
O=C(O)COc1ccc(C=C2SC(=S)N(c3ccccc3)C2=O)cc1	1	i	nt	-1.1	-1	nt	nt	3	12	-2
Clc1ccc(CN2CCSCC2)cc1Cl	-1	i	3	0.6	-4	-12	-2	-15	-37	3
CCC(C)NC(=O)C1CCN(S(=O)(=O)c2ccc(Br)s2)CC1 (stereo unspecified)	-7	-0.4	-7	nt	-11	-14	3	5	-8	1
COc1ccc(C(CNC(=O)COc2cc(C)c(Cl)c(C)c2)N2CCCCC2)cc1 (stereo unspecified)	6	-1.9	0	0.8	15	0	-1	6	1	-13
CCC(CC)CN1C(N(C)C)=NC[C@@H]1CC(C)C	10	0.6	4	-0.5	-2	nt	nt	1	2	0
CCNC(=O)NC(=O)C(C)OC(=O)c1cccn1C (stereo unspecified)	-6	-0.9	5	1.0	1	9	1	5	-4	3
Cc1cccc(N2CCN(C(=O)c3ccccc3SCC(=O)N3CCCC3)CC2)c1C	-5	-0.5	9	0.4	6	nt	nt	11	-1	1
COc1ccc(N2CCN(C(=O)CSc3ccc([N+](=O)[O-])cc3)CC2)cc1	-10	-0.2	-14	0.6	10	14	7	-3	6	10
COCCN(C)C(=O)CCc1nnc(Cc2ccc(-c3ccccc3)cc2)o1	-5	i	-9	0.4	-2	25	4	22	-9	0
CCC(=O)N(Cc1ccc2c(c1)OCO2)Cc1cc2cc(OC)ccc2[nH]c1=O	0	-0.8	-8	nt	0	0	-2	0	1	6
O=c1[nH]c(CN2CCCCC2)ccc1O	-1	2.9	nt	-0.8	6	nt	nt	15	nt	-9
CC1CCCN(C(=O)COC(=O)CSc2ccc(C(N)=O)cc2[N+](=O)[O-])C1 (stereo unspecified)	-30	-2.4	11	0.1	-2	nt	nt	-4	-7	3
CN1CCN(C2=C(NS(=O)(=O)c3ccccc3)C(=O)c3ccccc3C2=O)CC1	nt	-4.2	-44	nt	nt	32	-7	-7	-13	4
O=C(c1ccc(S(=O)(=O)N2CCCCC2)cc1)N1CCN(Cc2ccc3c(c2)OCO3)CC1	-2	-5.9	nt	nt	-9	8	0	31	2	6
CCOC(=O)c1c(-c2ccc(OC)cc2)csc1/N=C/N(C)C	-3	-0.1	3	2.0	5	-1	-4	-6	nt	-8
CC(C)N(C(=O)Cn1c(SCC(=O)NCc2ccc3c(c2)OCO3)nc2ccccc21)C(C)C	-2	-2.2	-2	nt	1	22	-1	-1	-1	8
Cc1ccnc(NS(=O)(=O)c2ccc(NC(=O)c3oc4ccc(F)cc4c3C)cc2)n1	4	i	nt	1.8	-2	2	2	5	-3	-1
Cc1cc(NC(=O)CSc2nc3c([nH]c4ccccc43)c(=O)n2-c2cccc(C(F)(F)F)c2)no1	nt	-1.0	nt	nt	nt	9	5	21	7&-4	-64
O=C(Cn1c(C(F)(F)F)nc2ccccc21)NCCN1CCCC1	2	0.8	-3	nt	6	10	3	-8	-72	-2
O=S(=O)(c1cccc2nsnc12)N1CCN(C/C=C\c2ccccc2)CC1	-27	i	-6	1.8	-5	4	0	-15	22	3
O=C(CNCc1ccccc1)Nc1cccc(Cl)c1Cl	3	-0.9	7	0.7	1	-11	0	8	-19	-8
CCCCn1c(N)c(N(CC(C)C)C(=O)c2ccc([N+](=O)[O-])o2)c(=O)[nH]c1=O	-19	i	-24	-0.4	2	nt	nt	0	-9	-20
Cc1onc(C(=O)N2CCC(Cc3ccccc3)CC2)c1[N+](=O)[O-]	0	2.1	-5	0.1	-5	28	-2	6	13	2
Cc1ccc(C(=O)N/C(=C\c2ccco2)C(=O)NCCCn2ccnc2)cc1C	0	i	-3	2.2	1	4	2	3	86*	-1
CCOc1ncccc1C(=O)OCC(=O)Nc1ccc(C(C)C)cc1	-3	-0.5	-2	0.3	3	12	-1	6	-8	-6
Cc1ccc(S(=O)(=O)N(C)c2ccc(OC(=O)c3cccs3)cc2)cc1	4	-3.2	-12	1.0	-1	nt	nt	0	-6	-10
Cc1cc(C)c(NC(=O)CCCN2CCCC2)c(C)c1	-10	-0.2	3	-0.3	4	17	-3	-3	-4	2
CC(C)CC(c1nnnn1C1CCCCC1)N1CCN(c2ncccn2)CC1 (stereo unspecified)	-3	-0.3	2	nt	-15	-13	-3	2	4	-2
O=[N+]([O-])c1ccc(N2CCCCC2)nc1N1CCCCC1	-4	i	-14	0.9	-1	32	-5	2	10	2
CCC(Sc1nc2ncccc2[nH]1)C(=O)NCCc1ccccc1 (stereo unspecified)	5	-0.6	1	0.3	-1	-22	-7	3	-2	5
Cc1ccc(CC(=O)N(C)CC(=O)Nc2ccc(N3CCOCC3)cc2)cc1C	2	0.7	0	1.4	-7	nt	nt	12	7	-3
Oc1ccccc1C1=Nc2ccccc2N=C(c2cccs2)C1	-9	i	-22	0.8	-13	25	8	-7	-90	-9
CCOc1nc(Nc2ccc(OC)cc2)nc(N2CCOCC2)n1	-3	i	0	0.0	4	-5	-4	-3	3	8
C=CCOc1ccc(C2NC(=S)NC3=C2CCc2ccccc23)cc1 (stereo unspecified)	1	i	0	0.7	-6	27	2	-13	4	-4
COC(=O)C(Nc1ccccc1Cl)(c1cc(C)c(O)c(C)c1)C(F)(F)F (stereo unspecified)	11	i	-9	nt	4	4	7	-2	-10	5
NNC(=O)c1cccc(Cn2cc(Br)c([N+](=O)[O-])n2)c1	-11	0.3	-11	-1.0	3	9	2	-4	-3	4
FC(F)(F)c1cccc(-n2cccc2/C=N/n2cnnc2)c1	-3	-2.9	-6	nt	-8	44	-5	-7	nt	8
C[C@@H]1[C@H](c2ccccc2)Oc2ccc(Cl)cc2S(=O)(=O)N1CC1CCCN1C(=O)OC(C)(C)C (stereo partly specified)	8	-0.4	nt	-5.1	9	nt	nt	2	5	5
COCCN1Cc2cccc(C(=O)Nc3cc(OC)ccc3OC)c2C1=O	-1	-1.3	8	nt	1	-8	-1	0	-4	6
Cc1ncc(CN2CCN(C(C)C)C(CCO)C2)s1 (stereo unspecified)	5	-0.5	5	1.9	8	20	-2	4	-7	-3
CCN1CCN(C(=O)c2cc(S(=O)(=O)Nc3ccc(S(C)(=O)=O)cc3)ccc2Cl)CC1	-5	-0.5	3	1.8	4	-6	2	-8	-8	-1
C/C(CCc1ccccc1)=N\NC(=O)c1ccccc1	5	-0.3	-11	0.7	1	-2	-2	0	nt	6
CC(=O)N1CCN(Cc2ccc(Cl)nc2)CC1	-4	-1.2	-2	-0.4	-11	-2	5	6	-13	-1

Quoted at random: two compounds from above
SMILES	PrPC TRFRET	BH1578 lux ind	Rv3671c inh	TcdB inh	CCHF vOTU inh	DUSP3 inh	3CLpro inhibitor	Y pestis TopoI	PriA SSB inh	MazF activator
COCCN1Cc2cccc(C(=O)Nc3cc(OC)ccc3OC)c2C1=O	-1	-1.3	8	nt	1	-8	-1	0	-4	6
COC(=O)C(Nc1ccccc1Cl)(c1cc(C)c(O)c(C)c1)C(F)(F)F (stereo unspecified)	11	i	-9	nt	4	4	7	-2	-10	5

This is a subset; count on the stated rates, not on these rows.
